# Screens from PubChem BioAssay.
# PI5P4K alpha inh: qHTS for Inhibitors of phosphatidylinositol 5-phosphate 4-kinase (PI5P4K) | PI5P4Kalpha enzyme, ADP-Glo luminescence, 60 min; hits give low values | max response, % | hit rate 1.2% among 330,000 | AID 652105, 2013; active means max response of -50% or lower; inconclusive means between -30% and -50%; inactive means -30% or higher; further: value at the top dose of about 77 µM; on the % scale 0 is the no-effect control and ±100 the full control effect
# Target sequence (P48426 whole entry, looked up): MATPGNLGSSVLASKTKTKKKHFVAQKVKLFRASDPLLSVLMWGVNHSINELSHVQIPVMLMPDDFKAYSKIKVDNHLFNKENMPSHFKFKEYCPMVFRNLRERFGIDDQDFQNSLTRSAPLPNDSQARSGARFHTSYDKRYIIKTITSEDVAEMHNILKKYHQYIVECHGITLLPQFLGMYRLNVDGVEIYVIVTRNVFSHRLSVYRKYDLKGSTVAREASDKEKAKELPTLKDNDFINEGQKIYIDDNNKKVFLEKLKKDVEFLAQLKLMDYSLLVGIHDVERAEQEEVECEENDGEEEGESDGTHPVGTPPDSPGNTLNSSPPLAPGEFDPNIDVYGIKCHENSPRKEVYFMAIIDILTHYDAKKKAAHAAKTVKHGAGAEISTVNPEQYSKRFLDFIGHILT
#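 Human PI5P4Kalpha with substrate in 0.038 M HEPES pH 7.4, 0.28 mM EGTA, 0.1% CHAPS, 5% DMSO; reaction started with 5 microM ATP (final), 60 min at room temperature. ADP formed read by ADP-Glo luminescence.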
# PLK1 PBD block: qHTS for Inhibitors of PLK1-PDB (polo-like kinase 1 - polo-box domain): Primary Screen. Potency, µM, without a hit: max response, negative = inhibition, actives largely listed as inhibitors. Plk1 PBD binding of FITC phosphopeptide, fluorescence polarization. hit rate 2.8% among 360,000. Serine/threonine-protein kinase PLK1 (Homo sapiens), P53350; further: potency means the concentration at half of the fitted maximal effect; series mostly up to about 57 µM; on the % scale 0 is the no-effect control and ±100 the full control effect; nearly all actives have a fitted effect of over 65% in size
# Target sequence (P53350 whole entry, looked up, the tested form may be a part): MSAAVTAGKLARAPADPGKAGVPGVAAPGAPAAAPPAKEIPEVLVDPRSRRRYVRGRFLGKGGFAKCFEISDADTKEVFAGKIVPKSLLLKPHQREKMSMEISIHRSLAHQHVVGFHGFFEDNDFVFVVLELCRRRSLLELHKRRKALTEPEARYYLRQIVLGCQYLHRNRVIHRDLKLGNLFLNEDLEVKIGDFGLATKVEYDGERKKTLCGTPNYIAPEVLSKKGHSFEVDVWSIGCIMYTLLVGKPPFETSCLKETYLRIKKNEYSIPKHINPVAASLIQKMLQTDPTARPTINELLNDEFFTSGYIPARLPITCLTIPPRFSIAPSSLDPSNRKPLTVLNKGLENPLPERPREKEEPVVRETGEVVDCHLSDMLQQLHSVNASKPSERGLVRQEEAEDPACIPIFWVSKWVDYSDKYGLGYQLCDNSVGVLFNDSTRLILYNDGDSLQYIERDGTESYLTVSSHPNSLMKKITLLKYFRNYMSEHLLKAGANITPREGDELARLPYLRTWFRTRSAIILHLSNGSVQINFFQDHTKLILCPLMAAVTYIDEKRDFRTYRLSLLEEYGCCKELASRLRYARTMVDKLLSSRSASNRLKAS
# WRN inhibitor: qHTS for Inhibitors of WRN Helicase; Bifunctional 3'-5' exonuclease/ATP-dependent helicase WRN (Homo sapiens), Q14191; Potency, µM (top dose mostly 114 µM), for inactives: at the highest dose activity change, negative = inhibition, most hits filed as inhibitors; WRN helicase unwinding, fluorescent forked duplex, kinetic; hit rate 0.46% among 360,000; further: potency means the concentration at half of the fitted maximal effect; on the % scale 0 is the no-effect control and ±100 the full control effect; nearly all actives have a fitted effect of over 55% in size
#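 Fluorescence dequenching readout, ex 525 nm/em 598 nm, kinetic mode: forked duplex DNA (100 nM final) with adjacent fluorophore and quencher unwound by WRN (20 nM final) with 2 mM ATP. Compound preincubation 15 min, room temperature.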
# CCT chaperon mod: High-Throughput Screening for Modulators of Cytosolic Chaperonin Activity; purified chaperonin ATPase assay, HTRF ADP detection, 30 min; activity change, % (concentration not given with the values), hits read low; hit rate 0.3% among 360,000; in the data active means activity change below about -30%; further: on the % scale 0 is the no-effect control and ±100 the full control effect
#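 Nucleotide hydrolysis assay: TRiC at 20–40 nM final (set by batch activity) with 10 uM ATP, 30 min at 37 °C, in presence of 76 uM compound. Detection by competitive ADP HTRF, 30 min ambient.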
# EPAC1 ag: qHTS for Agonist of cAMP-regulated guanine nucleotide exchange factor 3 (EPAC1): primary screen. Rap guanine nucleotide exchange factor 3 (Homo sapiens), O95398. EPAC1 agonist qHTS, biochemical assay; response scale: 100% = response to 6.5 mM cAMP. Potency, µM (doses to about 154 µM), for the others: at the top dose activation, most hits filed as activators. hit rate 0.073% among 360,000. AID 720707, 2013; further: potency means the concentration at half of the fitted maximal effect; nearly all actives have a fitted effect of over 60% in size
#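 Nucleotide exchange by EPAC1 (100 nM) on Rap1B–BODIPY-GDP (250 nM) in the presence of 50 uM GDP is tracked fluorescently at 480/540 nm over 30 min. Signals are normalized to a 6.5 mM cAMP control.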
# MmCpn inh: Inhibitors of TCP-1 ring complex (TRiC) of Methanococcus maripaludis (MmCpn): qHTS; purified Mm-Cpn ATPase, ADP Transcreener TR-FRET; Chaperonin Mm-Cpn (Methanococcus maripaludis); AID 504842, 2011; hit rate 0.031% among 330,000; Potency, µM (titrated, usually from 76.9 µM), without a hit: top-dose activity, negative = inhibition, actives largely listed as inhibitors; further: potency means the concentration at half of the fitted maximal effect; on the % scale 0 is the no-effect control and ±100 the full control effect; nearly all actives have a fitted effect of over 80% in size
#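 ATPase turnover read by TR-FRET ADP competition (Eu cryptate antibody/ADP-d2, 665/590 nm): 10uM ATP final, 25nM Mm-CPN final, 30 min 37degC after 10-min compound preincubation, pH 7.4 Tris/KCl/MgCl2/DTT buffer.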
# EPAC2 antag: qHTS for Antagonist of cAMP-regulated guanine nucleotide exchange factor 2 (EPAC2): primary screen; hit rate 0.18% among 360,000; Rap guanine nucleotide exchange factor 4 (Homo sapiens), Q8WZA2; EPAC2 GEF exchange of Rap1B-BODIPY-GDP, fluorescence; Potency, µM (top dose mostly 114 µM), for inactives: at the highest dose activity, negative = inhibition, hits mostly inhibitors; further: potency means the concentration at half of the fitted maximal effect; on the % scale 0 is the no-effect control and ±100 the full control effect; nearly all actives have a fitted effect of over 45% in size; many of its hits are not listed in these tables
# EPAC1 antag: qHTS for Antagonist of cAMP-regulated guanine nucleotide exchange factor 3 (EPAC1): primary screen | AID 720709, 2013 | Rap guanine nucleotide exchange factor 3 (Homo sapiens), O95398 | EPAC1 GEF assay, Rap1b-BODIPY-GDP exchange fluorescence | Potency, µM (highest dose often 115 µM), inactives show top-dose activity change, negative = inhibition, usual class: inhibitors | hit rate 0.14% among 360,000;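 further: potency means the concentration at half of the fitted maximal effect; plate controls were vehicle for no effect and positive control for full effect; nearly all actives have a fitted effect of over 50% in size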
# Active calls of the source: *; ? = inconclusive; . = not tested or not shown; [ ] = remark or other dose. Unless noted, the call rests on the fitted dose curve; in most records, active means well fitted curve in the direction sought with a large enough effect; inconclusive means small, poorly fitted or top-dose-only effect, or another doubt; inactive means no such curve, though single readings can be large; an effect the other way counts as inactive or inconclusive. This is a subset; the hit share may differ from the screen's.
# Values in the order: PI5P4K alpha inh	PLK1 PBD block	WRN inhibitor	CCT chaperon mod	EPAC1 ag	MmCpn inh	EPAC2 antag	EPAC1 antag
CN(C(=O)c1cccc(NC(=O)Cc2cccc(NC(=O)C3CCCN(C(=O)CCc4ccccc4)C3)c2)c1)C1CCC1 (stereo not drawn)
  0.0	-9.1%	-2.9%	-0.3	-1.2%	.	-9.8%	-4.3%
Cc1ccc(-c2cc(N)n(-c3ccccc3)n2)cc1
  0.6	-1.2%	-4.2%	0.3	-1.2%	0.4%	7.0%	-4.5%
O=C(COC(=O)c1ccc2c(=O)n3c(nc2c1)CCC3)NC1CCS(=O)(=O)C1 (stereo not drawn)
  0.1	-4.1%	3.4%	1.0	2.0%	2.0%	-3.7%	-8.6%
c1ccc(-c2nc(NCC3CC3)nc3ccsc23)cc1
  -1.8	-3.4%	-2.7%	0.3	8.0%	.	-9.2%	-5.2%
Cc1cc(C(=O)Nc2cccc(-c3ccc(N4CCOCC4)nn3)c2)ccc1[N+](=O)[O-]
  -6.4	-8.4%	-19.5%	0.9	10.7%	0.6%	-11.9%	?
COC(C[C@@H](O)C[C@H](O)[C@H](C)OCc1ccccc1)OC
  -4.7	3.2%	5.6%	-1.5	-9.5%	.	-16.6%	8.8%
CCOC(=O)c1c(C)oc2ccc(OCC(N)=O)cc12
  .	0.9%	-14.1%	-0.6	4.0%	2.2%	-3.5%	2.0%
Cc1ccc(S(=O)(=O)N2CCN(C(=O)CN3C(=O)c4ccccc4C3=O)CC2)c(C)c1
  5.6	-4.9%	1.6%	0.7	-7.2%	-0.3%	0.0%	4.5%
CC(NC(=O)Cn1c(=O)[nH]c2ccsc2c1=O)C12CC3CC(CC(C3)C1)C2 (stereo not drawn)
  3.4	1.8%	-6.9%	2.3	-7.4%	0.2%	0.2%	23.5%
N#Cc1ccc(Cn2c(=O)c(C#N)c3n(c2=O)CCC3)cc1
  -2.8	3.5%	6.8%	-2.1	-6.4%	2.7%	7.3%	15.3%
Cc1cc(C)nc(NCCO)n1
  -0.1	0.8%	16.4%	0.1	-3.8%	1.1%	8.4%	-4.8%
COC(=O)CSc1nnc(-c2ccccc2O)n1-c1ccc(C)cc1
  1.2	-16.8%	-0.7%	-2.3	-1.6%	1.0%	-4.6%	-5.1%
c1ccc(-c2ncc(-c3ccn[nH]3)s2)cc1
  13.4	-5.3%	5.6%[57.1 µM]	-1.6	-2.6%	-1.5%	-1.7%	-11.8%
CCC(CC)c1nnc(NC(=O)CCc2ccccc2OC)s1
  -3.2	0.9%	17.5%	1.4	2.3%	-2.8%	0.2%	13.7%
NC(=O)C1CCN(C(=O)COc2ccc3ccccc3c2Br)CC1
  -6.2	-8.2%	-34.7%	-2.6	7.4%	-5.7%	-4.2%	-10.9%
Cc1nc(N(C)Cc2ccccc2)c2nnn(Cc3ccccc3)c2n1
  19.3	-8.1%	-14.8%	1.5	8.1%	0.8%	3.0%	3.9%
Cc1ccc(C(c2nnnn2C2CCCC2)N2CCN3CCCC3C2)cc1 (stereo not drawn)
  0.7	?	2.9%	0.7	-1.8%	1.4%	6.3%	1.0%
COc1cc(/C=N/n2cnnc2)ccc1OC(=O)c1ccncc1
  1.5	-1.9%	-1.4%	0.7	0.1%	-0.2%	0.8%	-4.9%
Clc1ccc(Cn2cc(/C=N/n3cnnc3)c3ccccc32)cc1
  13.2	-7.4%	-6.5%	-1.7	-9.6%	2.8%	-1.2%	-11.4%
COc1ccnc(Oc2ccc(F)cc2)c1C#N
  -1.2	-11.2%	-2.1%	-3.7	-6.0%	-2.1%	-4.2%	-15.8%
CCN(CC)c1cc(C(F)(F)F)nc(-c2ccccn2)n1
  .	2.3%	-0.3%	-6.0	2.9%	1.7%	2.1%	-1.2%
O=C(N/N=C/c1ccc(Cl)c([N+](=O)[O-])c1)C1CC1
  -3.5	?	3.3%	-0.7	6.7%	-3.5%	-4.8%	-0.8%
Cc1ccc(-c2ccc(S(=O)(=O)N3CCN(C)CC3)cc2)cc1
  .	-6.2%	14.6%	-2.6	-1.3%	-3.0%	4.3%	5.7%
O=C(NCc1cc(Cl)cc(Cl)c1)c1csc([C@@H]2C[C@H](O)[C@@H](CO)O2)n1
  0.0	-3.8%	0.7%	0.4	3.3%	.	-4.0%	-11.6%
CCN1C(=O)[C@H]2[C@@H](c3ccc(C(F)(F)F)cc3)N[C@]3(CCCN(Cc4ccc(F)cc4)C3=O)[C@H]2C1=O
  3.3	-15.7%	-9.6%	-1.4	-15.4%	.	-2.9%	-3.9%
COCCN1C(=O)N(c2cccc(OC)c2)C(=O)C1CC(=O)Nc1ccc(Cl)cc1 (stereo not drawn)
  -0.3	10.2%	-2.9%	2.0	3.4%	1.0%	-4.8%	-0.7%
COC(=O)COc1ccc(S(=O)(=O)N2CCN(c3ccc(OC)cc3)CC2)cc1
  7.2	-15.2%	-0.6%	0.5	2.5%	-4.5%	-5.6%	10.4%
O=C(CN1C(=O)NC2(CCCCCCC2)C1=O)NCc1ccccc1
  0.4	-0.9%	-7.6%	-2.3	4.0%	2.6%	-0.4%	-12.9%
Cc1cc(C(C)(C)C)ccc1OCCn1ccnc1
  2.6	2.7%	-16.1%	0.6	-2.6%	-4.7%	7.9%	0.2%
CCOc1ccc(CCNC(=O)COn2nnc3ccc(S(=O)(=O)N4CCOCC4)cc32)cc1OCC
  0.1	-8.3%	-10.6%	-2.0	5.8%	-0.7%	-5.6%	-9.0%
O=S1(=O)CCC(NCC2CCCO2)C1 (stereo not drawn)
  0.2	-4.8%	-5.5%	-1.9	-0.5%	-0.4%	0.3%	4.7%
CCOC(=O)N1CC(C)N(C(=S)Nc2ccccc2)CC1C (stereo not drawn)
  2.4	2.4%	8.7%[11.6 µM]	-3.2	3.8%	.	7.2%	0.3%
CCC(=O)Nc1nc(C)c(C(=O)Nc2cccc(Cl)c2)s1
  -3.3	-6.7%	-6.0%	3.3	5.9%	-24.2%	5.5%	-19.2%
CC(=O)Nc1ccc(Oc2cc(C#N)c(C#N)cc2N2CCCCCC2)cc1
  -4.1	1.3%	-10.0%	-1.2	7.6%	-13.4%	-4.2%	-2.7%
COc1ccccc1-c1cc2nc(-c3ccccc3)cc(N3CCN(C(=O)c4ccco4)CC3)n2n1
  5.2	-13.5%	-2.3%	-15.4	-4.1%	.	-2.1%	4.6%
COc1ccc(C2/C(=C(/O)c3ccc4c(c3)CC(C)O4)C(=O)C(=O)N2CCN2CCOCC2)cc1OC (stereo not drawn)
  0.1	-8.1%	-28.1%	0.7	-20.2%	-3.9%	1.6%	4.2%
COc1ccc(-c2cc3nc4c(c(N5CCC6(CC5)OCCO6)n3n2)CCC4)cc1
  -1.9	-3.3%	-3.4%	-3.0	-0.3%	-4.7%	-10.6%	-9.9%
CC(C)c1ccc(CC(=O)N2CCC2(C)C(=O)NCC(C)(C)C)cc1 (stereo not drawn)
  2.1	0.1%	-1.9%	-3.0	-10.9%	.	9.8%	-12.1%
O=C(N[C@H](Cc1ccc(Cl)cc1)C(=O)O)OCC1c2ccccc2-c2ccccc21
  30.2	?	-18.7%	0.2	-22.8%	-1.3%	?	50.1µM*
CCOC(=O)CNC(=O)Cn1cnc2c(nnn2-c2ccc(F)cc2)c1=O
  .	-0.3%	-2.8%	-7.9	-1.9%	1.2%	7.2%	12.7%

# Structures from the list above that contain a thiophene ring, fused or not:
# Values in the order: PI5P4K alpha inh	PLK1 PBD block	WRN inhibitor	CCT chaperon mod	EPAC1 ag	MmCpn inh	EPAC2 antag	EPAC1 antag
c1ccc(-c2nc(NCC3CC3)nc3ccsc23)cc1
  -1.8	-3.4%	-2.7%	0.3	8.0%	.	-9.2%	-5.2%
CC(NC(=O)Cn1c(=O)[nH]c2ccsc2c1=O)C12CC3CC(CC(C3)C1)C2 (stereo not drawn)
  3.4	1.8%	-6.9%	2.3	-7.4%	0.2%	0.2%	23.5%

# (next part)
# Values in the order: PI5P4K alpha inh	PLK1 PBD block	WRN inhibitor	CCT chaperon mod	EPAC1 ag	MmCpn inh	EPAC2 antag	EPAC1 antag
COc1ccc(C(=O)N2CCOCC2c2cc(C(=O)NCc3ccccc3)no2)cc1 (stereo not drawn)
  -4.0	-15.1%	1.2%[57.1 µM]	-1.0	-5.8%	.	-23.2%	-14.4%
C[C@H](O)[C@@H]1C(=O)N2CCc3c([nH]c4ccccc34)[C@@H]2C[C@@H]1N(C)C(=O)Nc1ccc(F)cc1
  -8.3	-16.2%	7.4%	-0.9	-8.5%	.	0.6%	-13.7%
CSc1cccc(NC(=O)CCC(=O)O)c1
  -8.3	-6.3%	-0.2%	-0.7	-1.3%	-13.7%	8.7%	-1.6%
Cc1cccc(-c2noc(CCCC(=O)Nc3ccc(C(N)=O)cc3)n2)c1
  .	-14.8%	-3.6%	-1.5	-2.1%	0.9%	-1.2%	2.3%
CCOc1ccccc1N(C(=O)c1ccco1)C(C(=O)NC1CCCC1)c1cccnc1 (stereo not drawn)
  9.4	-1.9%	-4.1%	-1.4	0.0%	-7.0%	-1.8%	-4.3%
O=C(Nc1cccc2cccnc12)c1cccc(N2C(=O)CCC2=O)c1
  2.0	-1.4%	-0.6%	-0.8	0.6%	0.6%	11.0%	3.5%
Cc1ccc(COC(=O)c2nn(-c3ccccc3)nc2N)cc1
  13.8	-0.3%	-14.9%	1.5	-5.2%	-4.5%	9.5%	-6.1%
CCOC(=O)C1=C(CSc2nc3c(cc2C#N)CN(C)CC3)OC(N)=C(C#N)C1c1ccc(F)cc1 (stereo not drawn)
  ?	-19.0%	-27.3%[57.1 µM]	-0.9	0.6%	-1.4%	-12.4%	-16.3%
